# EPAC2 antag: qHTS for Antagonist of cAMP-regulated guanine nucleotide exchange factor 2 (EPAC2): primary screen | 360,000 compounds, 0.18% hits | EPAC2 GEF exchange of Rap1B-BODIPY-GDP, fluorescence | Potency, µM (top dose mostly 114 µM), for inactives: at the top dose activity, negative = inhibition, most hits filed as inhibitors | Rap guanine nucleotide exchange factor 4 (Homo sapiens), Q8WZA2 | AID 720708, 2013; also: potency is read from the fitted curve at half-maximal effect; % is scaled to controls: 0 for no effect and ±100 for the full control effect; nearly all actives have a fitted effect of over 45% in size; many of its hits are not listed in these tables
# Target sequence (Q8WZA2 whole entry, looked up): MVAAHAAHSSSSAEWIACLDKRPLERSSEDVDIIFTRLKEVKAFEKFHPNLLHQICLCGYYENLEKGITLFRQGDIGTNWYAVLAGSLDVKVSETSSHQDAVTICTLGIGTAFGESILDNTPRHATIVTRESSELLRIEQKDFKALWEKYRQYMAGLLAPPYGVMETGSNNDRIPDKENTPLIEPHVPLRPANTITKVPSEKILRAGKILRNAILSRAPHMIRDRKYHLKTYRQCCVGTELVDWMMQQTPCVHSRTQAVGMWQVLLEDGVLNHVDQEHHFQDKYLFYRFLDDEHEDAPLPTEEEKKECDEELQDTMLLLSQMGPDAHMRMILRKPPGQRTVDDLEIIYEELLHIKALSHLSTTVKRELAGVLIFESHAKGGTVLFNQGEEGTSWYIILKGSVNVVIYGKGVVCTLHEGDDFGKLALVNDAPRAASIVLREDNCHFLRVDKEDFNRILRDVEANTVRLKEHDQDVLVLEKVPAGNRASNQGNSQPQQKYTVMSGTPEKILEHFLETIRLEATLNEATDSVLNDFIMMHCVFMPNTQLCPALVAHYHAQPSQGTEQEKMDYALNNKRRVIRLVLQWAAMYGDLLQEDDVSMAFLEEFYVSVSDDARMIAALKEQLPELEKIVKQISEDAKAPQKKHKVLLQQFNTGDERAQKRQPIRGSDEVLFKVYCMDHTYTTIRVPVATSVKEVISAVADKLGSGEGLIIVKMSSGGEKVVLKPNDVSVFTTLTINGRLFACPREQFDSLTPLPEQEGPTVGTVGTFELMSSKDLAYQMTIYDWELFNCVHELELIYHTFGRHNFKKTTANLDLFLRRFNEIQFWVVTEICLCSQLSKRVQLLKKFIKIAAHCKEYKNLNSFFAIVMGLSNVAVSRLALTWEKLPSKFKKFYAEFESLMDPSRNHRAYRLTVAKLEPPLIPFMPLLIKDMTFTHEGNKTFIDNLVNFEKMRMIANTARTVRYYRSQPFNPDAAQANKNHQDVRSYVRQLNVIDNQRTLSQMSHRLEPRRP
# pAkt inh: HTS Assay for Inhibitors of Akt Phophorylation: Primary Screen | 360,000 compounds, 0.32% hits | AID 651550, 2012 | activity change, % for hits at 50 µM | Neuro2A IGF-stimulated pAkt S473 HTRF, 20 min; hits give low values; in the data active = activity change below about -80%; inconclusive = mostly about -51% to -80%; also: % is scaled to controls: 0 for no effect and ±100 for the full control effect
#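 Neuro2A cells (4,500/well, DMEM with 0.5% FBS) were treated with compound at a single 50 µM final concentration, stimulated with 6 nM IGF for 20 min at 37 °C, and lysed. Phospho-Akt Ser473 was read by HTRF as 665/615 ratio ×10^4.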
# MmCpn inh: Inhibitors of TCP-1 ring complex (TRiC) of Methanococcus maripaludis (MmCpn): qHTS; AID 504842, 2011; 330,000 compounds, 0.031% hits; Potency, µM (doses to about 76.9 µM), for the others: at the highest dose activity, negative = inhibition, most hits filed as inhibitors; purified Mm-Cpn ATPase, ADP Transcreener TR-FRET; Chaperonin Mm-Cpn (Methanococcus maripaludis); also: potency is read from the fitted curve at half-maximal effect; % is scaled to controls: 0 for no effect and ±100 for the full control effect; nearly all actives have a fitted effect of over 80% in size
#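 Quantitative HTS used 25 nM Mm-CPN and 10 uM ATP in magnesium/KCl Tris buffer, pH 7.4, with 1 mM DTT. Hydrolysis ran 30 min at 37°C; ADP was read by HTRF.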
# Nrf2 ARE act: qHTS of Nrf2 Activators. AREc32 ARE-luciferase reporter (MCF7-derived line), luminescence, 24 h. Potency, µM (titrated, usually from 46.1 µM), inactives show at the top dose activation, actives largely listed as activators. 410,000 compounds, 0.31% hits. AID 624171, 2012; also: potency is read from the fitted curve at half-maximal effect; % of control where 0% means no effect; nearly all actives have a fitted effect of over 65% in size
#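 Luminescent ARE reporter assay in AREc32_Fluc cells: overnight plating at 37 deg C, 24 hr compound incubation, Steady-Glo added, 30 min RT before reading.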
# CCT modulator: High-Throughput Screening for Modulators of Cytosolic Chaperonin Activity; 360,000 compounds, 0.3% hits; purified chaperonin ATPase assay, HTRF ADP detection, 30 min; activity change, % (no concentration beside the values), hits read low; in the data active = activity change below about -30%; also: % is scaled to controls: 0 for no effect and ±100 for the full control effect
#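 Nucleotide hydrolysis assay: TRiC at 20–40 nM final (set by batch activity) with 10 uM ATP, 30 min at 37 °C, in presence of 76 uM compound. Detection by competitive ADP HTRF, 30 min ambient.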
# EPAC2 agonist: qHTS for Agonist of cAMP-regulated guanine nucleotide exchange factor 4 (EPAC2): primary screen; Rap guanine nucleotide exchange factor 4 (Homo sapiens), Q8WZA2; EPAC2 activation, biochemical qHTS; response scale: 100% = 6.5 mM cAMP response; Potency, µM (titrated, usually from 154 µM), for the others: top-dose activation, most hits filed as activators; 360,000 compounds, 0.079% hits; AID 720711, 2013; also: potency is read from the fitted curve at half-maximal effect; nearly all actives have a fitted effect of over 50% in size
#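 Readout is BODIPY fluorescence (480 nm excitation, 540 nm emission), which falls as labeled GDP is exchanged off Rap1B. EPAC2 at 100 nM acted on 250 nM RAP1B-BODIPY-GDP with 50 uM GDP present.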
# TGFb SMAD3 inh: qHTS for Inhibitors of TGF-b. HepG2 CAGA-GFP TGF-b/SMAD3 reporter, GFP fluorescence, 18 h; TGF-beta stimulated, 500 pg/mL final. Potency, µM (titrated, usually from 46.1 µM), without a hit: top-dose activity, negative = inhibition, hits mostly inhibitors. 410,000 compounds, 1.2% hits; also: potency is read from the fitted curve at half-maximal effect; % is scaled to controls: 0 for no effect and ±100 for the full control effect; nearly all actives have a fitted effect of over 65% in size
#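 Smad-responsive CAGA-GFP expression was quantified in HEPG2 cells exposed to compounds and 500 pg/mL final TGF-beta for 18 h at 37 degrees C; unstimulated wells defined full inhibition.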
# Nrf2 block: Nrf2 qHTS screen for inhibitors | A549 ARE-Fluc reporter, luciferase luminescence, 18-24 h | Potency, µM (series often up to 46 µM), for inactives: at the top dose activity change, negative = inhibition, hits mostly inhibitors | 360,000 compounds, 2.1% hits; also: potency is read from the fitted curve at half-maximal effect; % is scaled to controls: 0 for no effect and ±100 for the full control effect; nearly all actives have a fitted effect of over 60% in size
#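 Reporter: ARE-Fluc in A549. Exposure: 18-24 h, 37 °C, 5% CO2, 5% FBS OPTI-MEM. Readouts: fluorescent cytotoxicity (CellTiter-Fluor), then luminescent Nrf2 signal after BugLite.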
# A549 tox: Nrf2 qHTS screen for inhibitors: counterscreen for cytotoxicity; A549 ARE-Fluc cells, CellTiter-Fluor viability, 18-24 h; Potency, µM (series often up to 46 µM), for the others: top-dose activity change, negative = cytotoxicity, usual class: inhibitors; 390,000 compounds, 0.16% hits; also: potency is read from the fitted curve at half-maximal effect; % is scaled to controls: 0 for no effect and ±100 for the full control effect
#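 A549 ARE-Fluc cells in 5% FBS OPTI-MEM, 5000 cells/well, rested 2 h then exposed to compounds in concentration-response for 18-24 h at 37 °C. Viability by CellTiter-Fluor fluorescence (Ex 405/Em 525) after 30 min; luciferase luminescence (BugLite, 15 min, RT) read afterwards.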
# The depositor's hits bear a star; i = inactive; ? = inconclusive; · = no result given; [ ] = remark or other dose. Unless noted, calls follow the shape of the dose curve; as a rule, active = well fitted curve in the direction sought with a large enough effect; inconclusive = small, poorly fitted or top-dose-only effect, or another doubt; inactive = no such curve, though single readings can be large; an effect the other way counts as inactive or inconclusive.
SMILES,EPAC2 antag,pAkt inh,MmCpn inh,Nrf2 ARE act,CCT modulator,EPAC2 agonist,TGFb SMAD3 inh,Nrf2 block,A549 tox
COc1ccc(CN2COc3ccc4c(-c5ccccc5)cc(=O)oc4c3C2)cc1OC,·,·,·,2.3%,·,·,15.3%,19.1%,-12.8%
COc1ccc(C(=O)NC(=S)N2CCC(C)CC2)cc1,-2.0%,i,-0.6%,-0.1%,-0.6,2.9%,-6.1%,-10.3%,-14.1%
O=C(Nc1ccc(F)cc1F)c1noc2c1CCC2,10.4%,?,1.7%,7.0%,0.4,0.2%,?,?,3.5%
CC1CCN(C(=O)COC(=O)c2cccc(S(=O)(=O)N(C)c3ccccc3)c2)CC1,-5.5%,i,2.1%,-0.3%,-3.3,12.4%,?,2.0%,4.4%
CN(C(=O)C1Cc2c(-c3ccccc3Oc3ccccc3)ccnc2O1)c1ccccc1 (configuration not stated),-25.1%,i,·,4.3%,-0.8,8.5%,?,·,·
Fc1cnc(N2CCN(c3ccccc3)CC2)nc1N1CCN(c2ccccc2)CC1,-1.8%,i,-0.3%,2.4%,-0.1,7.7%,5.1%,?,?
CC(=O)C1=C(O)C(=O)N(c2ccc(O)cc2)C1c1ccc(Cl)cc1 (configuration not stated),19.4%,i,-2.2%,0.0%,0.6,14.3%,0.0%,4.7%,-1.0%
Cc1ccc(C2=Nc3ccccc3NC(c3ccncc3)=N2)cc1,·,·,·,-0.4%,·,·,-8.7%,-9.1%,7.6%
Cc1ccc(-c2cc(C(=O)NCc3cn(C)nc3C)c3cc(Br)ccc3n2)cc1,-2.0%,i,-14.1%,3.9%,-4.3,-5.7%,-5.8%,18.6%,-1.9%
Cc1cc(N2CCC(C(=O)NC3CC3)CC2)nc(-c2ccccc2)n1,-3.0%,i,-0.4%,-0.5%,-2.5,-4.9%,-0.7%,-9.5%,2.2%
CCNc1nc(OC)nc(SCC(=O)Nc2ccccc2)n1,-12.9%,i,1.0%,-0.9%,-2.6,-0.1%,4.6%,8.1%,0.3%
CCN(CC)CCNC(=S)Nc1ccc2nc(N3CCCC3)cc(C)c2c1,-4.7%,i,-1.3%,9.0%,0.4,1.7%,3.7%,1.5%,5.8µM*
CC(=O)c1cccc(NC(=O)CSc2ccc(-c3cccnc3)nn2)c1,14.6%,i,·,2.6%,-4.4,2.0%,16.9%,-6.8%,4.9%
Cn1c(=O)c2[nH]c(-c3ccccc3)c(O)c2n(C)c1=O,-1.4%,i,-9.9%,11.6%,-21.2,1.5%,4.6%,7.4%,5.8%
CC(C)C(=O)Nc1cccc(-c2nc3ccccc3o2)c1,14.4%,i,-0.7%,2.3%,1.3,-5.6%,?,-0.9%,5.2%

# Brought forward from above: 4 compounds, followed by the next part.
SMILES,EPAC2 antag,pAkt inh,MmCpn inh,Nrf2 ARE act,CCT modulator,EPAC2 agonist,TGFb SMAD3 inh,Nrf2 block,A549 tox
CCN(CC)CCNC(=S)Nc1ccc2nc(N3CCCC3)cc(C)c2c1,-4.7%,i,-1.3%,9.0%,0.4,1.7%,3.7%,1.5%,5.8µM*
CC(=O)c1cccc(NC(=O)CSc2ccc(-c3cccnc3)nn2)c1,14.6%,i,·,2.6%,-4.4,2.0%,16.9%,-6.8%,4.9%
Cn1c(=O)c2[nH]c(-c3ccccc3)c(O)c2n(C)c1=O,-1.4%,i,-9.9%,11.6%,-21.2,1.5%,4.6%,7.4%,5.8%
CC(C)C(=O)Nc1cccc(-c2nc3ccccc3o2)c1,14.4%,i,-0.7%,2.3%,1.3,-5.6%,?,-0.9%,5.2%
O=C(Cn1ncc2c3ccccc3n(Cc3ccccc3F)c2c1=O)NC1CCCCCC1,·,·,·,0.0%,·,·,15.1%,-15.3%,-4.1%
CCCNC(=O)N1CCN(C(=O)NCCC)CC1,0.9%,i,-2.2%,-0.7%,0.0,5.1%,-13.7%,-2.6%,0.8%
CCc1[nH]nc(C(=O)N/N=C/c2ccncc2)c1C,0.0%,i,0.4%,0.3%,0.2,4.9%,-1.7%,6.1%,3.9%
CCOc1ccc2nc(N3CCCC(C(=O)NCCCN4CCCCC4)C3)sc2c1 (configuration not stated),-0.3%,i,-4.0%,4.5%,-2.3,2.5%,-4.0%,?,7.7%
CCn1c(/C=N/NC(=O)c2ccc(OC)cc2)nc2ccccc21,-1.2%,i,1.7%,0.0%[9.22 µM],0.0,-9.7%,-11.2%,?,-7.5%
C[C@@H]1CN([C@@H](C)CO)S(=O)(=O)c2ccc(Br)cc2O[C@H]1CN(C)C(=O)C1CCOCC1,-12.9%,i,·,-1.6%,-1.8,20.4%,-2.6%,·,·
O=C(c1cccc(-n2cnnn2)c1)N1CCOCC1,10.9%,i,·,-0.5%,0.5,4.4%,-9.4%,11.3%,-1.0%
O=C(NCc1ccc(F)cc1)Nc1nnc([C@@H]2C[C@H](O)[C@@H](CO)O2)s1,11.3%,i,·,-0.4%,-2.4,13.2%,6.2%,·,·
O=C(Cn1sc2ccccc2c1=O)NC12CC3CC(CC(C3)C1)C2,2.7%,i,1.4%,12.6µM*,0.8,3.3%,?,14.6%,-1.5%

# In a second layout: results already given.
> CCCNC(=O)N1CCN(C(=O)NCCC)CC1
  EPAC2 antag: 0.9%
  pAkt inh: i
  MmCpn inh: -2.2%
  Nrf2 ARE act: -0.7%
  CCT modulator: 0.0
  EPAC2 agonist: 5.1%
  TGFb SMAD3 inh: -13.7%
  Nrf2 block: -2.6%
  A549 tox: 0.8%
> CCc1[nH]nc(C(=O)N/N=C/c2ccncc2)c1C
  EPAC2 antag: 0.0%
  pAkt inh: i
  MmCpn inh: 0.4%
  Nrf2 ARE act: 0.3%
  CCT modulator: 0.2
  EPAC2 agonist: 4.9%
  TGFb SMAD3 inh: -1.7%
  Nrf2 block: 6.1%
  A549 tox: 3.9%

# Screening data: PubChem BioAssay, National Center for Advancing Translational Sciences (NCATS)

# A portion of the library; count on the stated rates, not on these rows.
